PPARg SRC2 recr: promotes SRC-2 coactivator recruitment by human PPARgamma; P37231; PPARgamma LBD-SRC-2 recruitment, biochemical; activation, % at 8 µM; 200,000 tested, 0.34% active; AID 1032; in the data active = activation above about 22%;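 note: 0% = vehicle and 100% = reference agonist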
Target sequence (P37231 whole entry, looked up, the tested form may be a part): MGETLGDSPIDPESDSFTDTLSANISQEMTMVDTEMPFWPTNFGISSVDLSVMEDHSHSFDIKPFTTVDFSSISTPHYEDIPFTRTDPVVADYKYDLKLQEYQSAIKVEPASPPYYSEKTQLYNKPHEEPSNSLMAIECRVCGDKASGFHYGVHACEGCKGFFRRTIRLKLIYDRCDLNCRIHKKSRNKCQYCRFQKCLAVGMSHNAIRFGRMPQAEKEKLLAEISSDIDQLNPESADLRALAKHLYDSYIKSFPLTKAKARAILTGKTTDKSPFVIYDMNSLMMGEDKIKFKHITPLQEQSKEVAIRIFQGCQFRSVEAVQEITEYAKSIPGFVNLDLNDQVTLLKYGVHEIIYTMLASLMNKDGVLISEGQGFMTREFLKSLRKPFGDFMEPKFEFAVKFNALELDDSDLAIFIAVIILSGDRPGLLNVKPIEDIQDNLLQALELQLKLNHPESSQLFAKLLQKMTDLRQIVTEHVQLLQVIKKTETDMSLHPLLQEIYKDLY
PMI act satM6P: PMI (human) activation, high substrate; P34949; coupled PMI enzyme assay, resazurin fluorescence, 20 min; hits give high values; 1 = untreated enzyme, 0 = substrate-free blank; 190,000 tested, 0.34% active; activation factor at 20 µM;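 active = activation factor of 2 or more at 20 µM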
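Material: human phosphomannose isomerase with PGI, G6PDH, diaphorase coupling enzymes; amount: PMI at 15 ng/mL final; also added: Mannose-6-phosphate 1.0 mM (near-saturating) plus 0.22 mM NADP+; incubation: enzyme reaction with compound 20 min at room temperature; signal: resorufin fluorescence (Ex 544/Em 590 nm) from resazurin via diaphorase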
PPARg SRC-1 ag: agonists of human PPARgamma SRC-1 coactivator recruitment | AID 631 | activation, % at 8 µM | 200,000 tested, 0.41% active | PPARgamma-SRC-1 coactivator recruitment biochemical assay | P37231; in the data active = activation above about 19%;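 note: 0% = DMSO and 100% = reference agonist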
PMI activator: increases human mannose-6-phosphate isomerase activity. P34949. activation factor at 20 µM. purified human PMI, coupled resazurin fluorescence, 20 min; hits give high values; 1 = vehicle control, 0 substrate-free wells. 190,000 tested, 0.005% active;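 active = activation factor of 2 or more at 20 µM, relative to plate controls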
Diaph inh CS: inhibits diaphorase or chemically oxidizes, flagging diaphorase assay artifacts; inhibition, % at 20 µM; 190,000 tested, 0.69% active; diaphorase resazurin-to-resorufin fluorescence, NADH, 16 min; bacterial (C. kluyveri) enzyme, not human;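 active = primary screen inhibition at 20 µM above a set limit, cut at about 50% in these data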;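 note: plate controls were DMSO with full reaction for no effect and wells lacking NADH for full effect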
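System: Bacterial diaphorase enzyme (C. kluyveri) | Incubation: 16-min room-temperature incubation before reading | Benchmarks: No-NADH positive control and DMSO neutral control | Measured by: Resorufin fluorescence 544/590 nm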
ROMK mod: modulates human ROMK potassium channel activity; P48048; AID 1918; B-score at 10 µM; 130,000 tested, 2% active; Tet-inducible ROMK, thallium flux fluorescence; actives lie on both sides;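 active = signal ratio slope over the read window, or its plate-corrected B-score, at least 3 SD from the plate mean, either direction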;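 note: B-score of the F/F0 ratio slope over 7 to 12 s after thallium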
SRC2 TRFRET art: TR-FRET artefact, counter-screen to PPARgamma/SRC-2 agonist assay; AID 1049; hits give high values; TR-FRET ratio at 8 µM; 200,000 tested, 0.4% active; in the data active = TR-FRET ratio above about 2000; note: inactives centre near 1500
PPARg SRC-3 ag: agonists of human PPARgamma SRC-3 coactivator recruitment. P37231. biochemical PPARgamma/SRC-3 coactivator recruitment assay. activation, % at 8 µM. 200,000 tested, 0.26% active; in the data active = activation above about 23%;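 note: 0% = DMSO and 100% = reference agonist; some compounds past the cut are filed as inactive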
G6PDH CS: counter-screen for G6PDH assay hits: L. mesenteroides G6PDH inhibition; Purified L. mesenteroides G6PDH, diaphorase/resazurin coupled fluorescence, 45 min; inhibition, % at 5 µM; 200,000 tested, 0.12% active; AID 1020; in the data active = inhibition above about 50%
S1P3 antagonist: S1P3 (human) receptor antagonism | Q99500 | CHO S1P3 NFAT-BLA reporter, FRET fluorescence, antagonist mode | inhibition, % at 4.98 µM | 170,000 tested, 0.27% active;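 active = inhibition above the plate cutoff, the mean inhibition of test wells on that plate plus 3 SD, cut at about 28% in these data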;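 note: cells challenged with S1P at its EC80 of 0.8 µM; blue over green emission ratio from cleaved BLA substrate after 4 h stimulation; 0% = S1P-stimulated wells and 100% = unstimulated DMSO-only wells; some compounds past the cut are filed as inactive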
Target sequence (Q99500 whole entry, looked up): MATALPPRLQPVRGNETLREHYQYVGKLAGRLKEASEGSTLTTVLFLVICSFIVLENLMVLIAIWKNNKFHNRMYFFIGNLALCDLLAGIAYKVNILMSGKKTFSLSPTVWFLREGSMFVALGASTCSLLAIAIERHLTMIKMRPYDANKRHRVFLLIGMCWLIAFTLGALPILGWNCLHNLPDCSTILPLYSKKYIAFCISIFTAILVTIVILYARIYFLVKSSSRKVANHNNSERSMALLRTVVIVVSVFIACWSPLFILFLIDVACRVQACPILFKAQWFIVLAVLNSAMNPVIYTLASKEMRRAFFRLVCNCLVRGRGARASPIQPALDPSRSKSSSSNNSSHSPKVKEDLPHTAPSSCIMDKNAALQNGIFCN
Diaphorase act: counter-screen for diaphorase-based assays: diaphorase activators and chemical reducers; Diaphorase/resazurin coupled assay, resorufin fluorescence, 16 min; hits give high values; 1 = vehicle wells, 0 = NADH-free wells; activation factor at 20 µM; 190,000 tested, 0.005% active;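 active = diaphorase activity raised at least twofold by the compound at 20 µM; inactive = activation factor below 2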
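Measured by – red resorufin fluorescence at 544/590 nm excitation/emission · Test system – Clostridium kluyveri diaphorase, purified enzyme · Incubation – reaction time 16 min, room temperature · Buffer or medium – 50 mM HEPES pH 7.4 with 4.542 mM MgCl2, 0.005% Tween 20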
* = called active by the depositor; nt = not tested or not shown.

structure,PPARg SRC2 recr,PMI act satM6P,PPARg SRC-1 ag,PMI activator,Diaph inh CS,ROMK mod,SRC2 TRFRET art,PPARg SRC-3 ag,G6PDH CS,S1P3 antagonist,Diaphorase act
CC(=O)Nc1nonc1-c1ccccc1,1,1,-5,1,13,nt,1491,-6,-10,-9,0.9
O=C(COC(=O)COc1ccc(Br)cc1)NCCC1=CCCCC1,7,1,-2,0.9,8,nt,1610,-1,-9,-2,0.9
COc1cc(/C=C/C(=O)c2ccc(NS(=O)(=O)c3ccc(C)cc3)cc2)ccc1OC(F)F,0,0.9,3,0.9,12,0.51,1753,5,22,-4,0.9
CN(CC(=O)NC(=O)NCc1ccco1)Cc1nc2ccccc2c(=O)[nH]1,5,0.9,10,1,22,nt,1589,2,8,-7,0.8
CCOc1ccc(-c2nnn(CC(=O)NCc3cccs3)n2)cc1,2,0.9,8,0.9,11,nt,1662,12,6,-3,0.9
COc1ccc(N/N=C(/N=Nc2nc(C)cc(=O)[nH]2)c2ccccc2)cc1,4,2.3*,-4,1.8,-12,1.2,1431,10,-4,nt,1.1
CCn1c(-c2ccccc2)c(C(=O)CCl)c2ccccc21,4,1,4,1.1,15,-0.57,1539,2,-7,-6,0.9
CC(=O)NCCNC(=O)c1ccc(-n2c(C)ccc2C)cc1,11,0.9,6,1.1,-4,1.3,1572,2,9,-18,1
CCOC(=O)CSC1=C(C#N)C(c2ccco2)C(C(=O)OCc2ccccc2)=C(C)N1 (stereo not given),-6,0.8,-8,0.8,30,nt,1490,6,-15,21,0.7
Cc1ccc(N2C(=O)C3C(C2=O)N2CCCN2C3c2ccccc2)cc1C (stereo not given),6,1.1,7,1,2,0.36,1473,2,6,12,1
CCCCCCNC(=O)CC(NS(=O)(=O)c1ccc(NC(C)=O)cc1)C(C)C (stereo not given),3,0.9,-4,0.9,18,nt,1655,3,9,nt,0.8
CCN(CC)S(=O)(=O)c1ccc(NC(=O)c2ccc(N(C)S(C)(=O)=O)cc2)cc1,-1,1.1,0,1,8,-2.6,1550,8,6,nt,0.9
COc1cccc(-n2c(CN3CCN(c4cccc(C)c4)C(C)C3)nc3ccc([N+](=O)[O-])cc3c2=O)c1 (stereo not given),5,1,6,0.8,10,0.0037,1603,-3,21,-7,0.9
COc1ccc(N2C(=O)N(Cc3ccc(C)cc3)c3ccccc3S2(=O)=O)cc1,11,1,3,1,22,0.27,1675,8,3,0,0.8
Cc1nc2nc(SCC(=O)NCCCN3CCOCC3)nn2c(C)c1Cc1ccccc1,-3,1.1,2,1,3,0.019,1707,3,2,-16,1
CCCCN(CCCC)CC1OCc2ccccc2CO1,6,0.9,11,1,3,nt,1529,8,-7,nt,1
Cc1ccc(/C=N/Nc2ccnc3cc(Cl)ccc23)c(C)c1,4,1.1,0,1.1,-35,0.093,1589,3,-25,4,1.3
O=C(Nc1nc(-c2ccccc2)c(C(=O)c2ccccc2)s1)c1ccc(S(=O)(=O)N2CCCCC2)cc1,12,1,0,1.1,23,0.6,1588,1,0,11,0.8
CCN(CC(=O)Nc1cccc(S(=O)(=O)N2CCCC2)c1)CC(=O)Nc1ccccc1OC,1,0.8,-1,0.8,14,-0.081,1574,3,4,6,0.9
COc1ccc(Nc2nc(-c3cccs3)cs2)c(OC)c1,-2,0.9,2,0.9,12,nt,1591,0,2,nt,0.9
COc1ccc2cc(C3OCCO3)c(Cl)nc2c1,16,1,6,0.9,-15,-0.49,1644,6,12,-8,1.1
CCN(C(=O)CN1CCN(S(=O)(=O)c2cc(Cl)ccc2Cl)CC1)c1c(N)n(Cc2ccccc2)c(=O)[nH]c1=O,0,1,4,1,14,-1.4,1664,2,1,-2,0.9
CCn1ncc(C2=NOC(C(=O)Nc3ccccc3C(=O)OC)C2)c1C (stereo not given),4,0.9,6,0.9,12,1.1,1724,3,2,19,0.9
Cc1ccnc(NS(=O)(=O)c2cc([N+](=O)[O-])ccc2C)c1,2,1.1,8,1.1,37,nt,1523,1,6,-9,0.6
O=C1CCCC2=C1C(c1ccccn1)Nc1ccc(C(=O)c3ccccc3)cc1N2 (stereo not given),-5,0.9,2,1,15,0.96,1488,2,19,2,0.8
O=c1c2ccccc2nc(SCc2cc(F)ccc2F)n1C1CCCC1,-8,1,-5,0.9,8,0.49,1321,0,4,nt,0.9
Cc1c(NC(=O)COC(=O)/C=C/c2ccc(Cl)cc2)c(=O)n(-c2ccccc2)n1C,12,1.1,2,1.1,-4,-0.4,1504,-2,3,1,1
Cc1ccc(-c2cn(S(=O)(=O)c3ccc(C)cc3)nc2N)cc1,3,1,11,0.9,10,nt,1417,1,-3,nt,0.9
O=C(CSCC(=O)Nc1nc(-c2ccc3c(c2)OCO3)cs1)Nc1nccs1,4,0.9,10,0.9,-3,nt,1574,3,7,-15,1
COC(=O)CN(C)C(=O)CC1C(=O)NCCN1CC(C)(C)C (stereo not given),-3,0.4,0,0.8,40,1.2,1578,-2,26,10,0.6
CCCCc1ccc(NC(=O)CC(C)=O)cc1,-1,0.9,-2,0.9,25,nt,1356,-11,1,15,0.8
O=C(CSc1nnc(CNC(=O)c2cccs2)o1)NCC1CCCO1 (stereo not given),10,1.1,1,1,8,0.6,1319,0,2,-35,0.9
O=C1c2ccccc2C(=O)N1c1cccc2cccnc12,-7,1,-4,1,2,0.39,1469,-1,0,8,1
CC(C)(C)Nc1nc(NN)nc(NC(C)(C)C)n1,5,1.1,1,1.1,-6,-5.2*,1498,4,0,nt,1.1
CC(=O)N1C(=O)C2(C(C#N)=C(N)Oc3c2c(C)nn3-c2ccccc2)c2ccccc21 (stereo not given),-9,0.4,0,0.7,45,0.32,1318,-11,15,0,0.5
CCc1nnc(NC(=O)c2cccc(S(=O)(=O)N3CCN(c4ccccc4)CC3)c2)s1,1,1,5,1,1,nt,1585,11,7,20,1
CC(C)C1CCC(C(=O)N[C@H](Cc2ccccc2)C(=O)O)CC1 (stereo not given in full),-1,1.1,-3,1.2,7,nt,1415,1,4,-2,0.9
O=C(c1nc2ccc(Cl)cn2c1CNCCn1ccnc1)N1CCCCCCC1,3,1,0,1,18,-0.037,1507,-2,3,-1,0.8
O=C(Nc1ccccc1N1CCCC1)c1ccco1,9,1.2,8,1.4,21,nt,1547,10,0,18,0.8
O=C(Nc1nccs1)c1ccc(S(=O)(=O)NCC2CCCCC2)cc1,2,0.8,3,0.9,17,-0.87,1340,4,1,3,0.8
COc1ccccc1-c1c(C)nn2c(C)c(C(C)=O)cnc12,7,0.9,3,0.9,7,0.9,1721,-10,10,-21,0.9
COc1cccc(C(=O)N2CCCc3ccccc32)c1,-5,1,-4,1,10,nt,1400,-7,-3,6,0.9
COc1ccc(C(C)(C)C)cc1NC(=O)c1cc(S(=O)(=O)N(C)C)ccc1N1CCCC1,1,0.9,-2,0.8,16,nt,1771,5,-5,8,0.8
COCCn1c(=S)[nH]c2cc(C(=O)N3CCC(C(N)=O)(N4CCCCC4)CC3)ccc2c1=O,-4,1,10,0.9,14,0.61,1522,0,5,nt,0.9
CCN(CC)S(=O)(=O)c1cccc(NC(=O)CN(C)C2CCCCC2)c1,-2,0.9,1,0.9,17,-0.0023,1446,7,1,1,0.8
Cc1cccc(/C=N/n2c(-c3ccccn3)n[nH]c2=S)c1,-3,1,-1,0.9,19,nt,1732,-1,-6,2,0.8
Cc1ccc(-c2cc(C(F)F)nc(S(C)(=O)=O)n2)cc1,11,1.1,17,1.2,0,-2.5,1772,15,3,-4,1
O=C(CCCC(=O)OCC(=O)c1ccc(Cl)cc1Cl)Nc1cc(C(F)(F)F)ccc1Cl,9,0.9,5,1,19,nt,1676,2,6,nt,0.8
CCOC(=O)C1C(=O)NC(N2CCN(CC)CC2)=NC1c1ccccc1 (stereo not given),-7,0.8,9,0.8,14,-0.34,1474,-4,-2,4,0.9
CCOc1cc(C(=O)Nc2ccc3c(c2)OCO3)ccc1OC(F)F,-1,1,1,1,14,nt,1508,-4,-4,-1,0.9
OC(COC(c1ccc(F)cc1)c1ccc(F)cc1)CN1CCc2ccccc2C1 (stereo not given),8,1,12,0.9,7,nt,1691,3,-10,-20,0.9

Sorted by count of non-hydrogen atoms (falling): some entries from above.
structure,PPARg SRC2 recr,PMI act satM6P,PPARg SRC-1 ag,PMI activator,Diaph inh CS,ROMK mod,SRC2 TRFRET art,PPARg SRC-3 ag,G6PDH CS,S1P3 antagonist,Diaphorase act
COCCn1c(=S)[nH]c2cc(C(=O)N3CCC(C(N)=O)(N4CCCCC4)CC3)ccc2c1=O,-4,1,10,0.9,14,0.61,1522,0,5,nt,0.9
COc1ccc(C(C)(C)C)cc1NC(=O)c1cc(S(=O)(=O)N(C)C)ccc1N1CCCC1,1,0.9,-2,0.8,16,nt,1771,5,-5,8,0.8
O=C(CCCC(=O)OCC(=O)c1ccc(Cl)cc1Cl)Nc1cc(C(F)(F)F)ccc1Cl,9,0.9,5,1,19,nt,1676,2,6,nt,0.8
OC(COC(c1ccc(F)cc1)c1ccc(F)cc1)CN1CCc2ccccc2C1 (stereo not given),8,1,12,0.9,7,nt,1691,3,-10,-20,0.9
CCOC(=O)C1C(=O)NC(N2CCN(CC)CC2)=NC1c1ccccc1 (stereo not given),-7,0.8,9,0.8,14,-0.34,1474,-4,-2,4,0.9
CCOc1cc(C(=O)Nc2ccc3c(c2)OCO3)ccc1OC(F)F,-1,1,1,1,14,nt,1508,-4,-4,-1,0.9
COc1ccccc1-c1c(C)nn2c(C)c(C(C)=O)cnc12,7,0.9,3,0.9,7,0.9,1721,-10,10,-21,0.9
Cc1cccc(/C=N/n2c(-c3ccccn3)n[nH]c2=S)c1,-3,1,-1,0.9,19,nt,1732,-1,-6,2,0.8
Cc1ccc(-c2cc(C(F)F)nc(S(C)(=O)=O)n2)cc1,11,1.1,17,1.2,0,-2.5,1772,15,3,-4,1
O=C(Nc1ccccc1N1CCCC1)c1ccco1,9,1.2,8,1.4,21,nt,1547,10,0,18,0.8

2 entries from above in a different format.
COc1ccc(C(C)(C)C)cc1NC(=O)c1cc(S(=O)(=O)N(C)C)ccc1N1CCCC1
  PPARg SRC2 recr: 1 | PMI act satM6P: 0.9 | PPARg SRC-1 ag: -2 | PMI activator: 0.8 | Diaph inh CS: 16 | ROMK mod: nt | SRC2 TRFRET art: 1771 | PPARg SRC-3 ag: 5 | G6PDH CS: -5 | S1P3 antagonist: 8 | Diaphorase act: 0.8
COCCn1c(=S)[nH]c2cc(C(=O)N3CCC(C(N)=O)(N4CCCCC4)CC3)ccc2c1=O
  PPARg SRC2 recr: -4 | PMI act satM6P: 1 | PPARg SRC-1 ag: 10 | PMI activator: 0.9 | Diaph inh CS: 14 | ROMK mod: 0.61 | SRC2 TRFRET art: 1522 | PPARg SRC-3 ag: 0 | G6PDH CS: 5 | S1P3 antagonist: nt | Diaphorase act: 0.9

Screening results as filed in PubChem BioAssay.
